Shiga inhibitor: inhibitors of Shiga toxin in Vero cells; Vero cells, Shiga toxin protein synthesis inhibition reporter; inhibition, % at 38.7 µM; 9.2% of 290,000 active; in the data active means inhibition mostly above about 28%, no sharp cut-off; inactive means mostly below about 43%; further: 0% is about no effect
HCMV antiviral: human cytomegalovirus inhibition. HFF cells, HCMV-luciferase reporter, 72 h; active compounds read low. activity change, negative = inhibition, % at 57.5 µM. 4.5% of 410,000 active; in the data active means activity change below about -60%; inconclusive means no clear call, values can overlap the other calls; inactive means above about -39%; further: on the % scale 0 is the no-effect control and ±100 the full control effect
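Luciferase read-out from HCMV-luciferase-infected HFFs (MOI 1 PFU/cell) 72 h post infection at 37C; compounds added after 16 h cell attachment; activity normalized between buffer-only basal and Salinomycin (10uM) inhibitor controls.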
AmpC inh no detg: inhibitors of E. coli AmpC beta-lactamase without detergent; P00811; AmpC nitrocefin hydrolysis, absorbance 480 nm, 0.0001% Triton; Potency, µM (titrated, usually from 57.1 µM), without a hit: top-dose activity change, negative = inhibition, most hits filed as inhibitors; 0.52% of 330,000 active;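 further: potency means the concentration at half of the fitted maximal effect; plate controls were no compound for no effect and no enzyme for full effect; nearly all actives have a fitted effect of over 20% in size; some results filed as inactive show a strong effect at the top dose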
Target sequence (P00811 whole entry, looked up): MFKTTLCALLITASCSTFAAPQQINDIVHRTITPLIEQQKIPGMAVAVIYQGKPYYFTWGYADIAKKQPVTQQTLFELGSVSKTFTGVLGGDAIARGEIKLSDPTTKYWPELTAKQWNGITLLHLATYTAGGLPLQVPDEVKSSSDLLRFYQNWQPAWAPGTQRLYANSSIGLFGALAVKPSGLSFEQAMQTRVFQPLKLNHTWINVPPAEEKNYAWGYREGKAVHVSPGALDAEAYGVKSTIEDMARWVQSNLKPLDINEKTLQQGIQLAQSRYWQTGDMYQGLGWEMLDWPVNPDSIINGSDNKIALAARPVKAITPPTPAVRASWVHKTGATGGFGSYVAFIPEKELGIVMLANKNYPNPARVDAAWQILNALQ
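AmpC (5.3 nM in the dispensed reagent) in 20 mM phosphate pH 7.0 with 0.01% (detergent screen) or 0.0001% Triton X-100 was preincubated with compounds for 15 min at room temperature. Nitrocefin was then added from an 800 uM solution, and hydrolysis was followed at 480 nm.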
AMA1-RON2 inh: inhibitors of Plasmodium falciparum AMA1-RON2 interaction; 0.2% of 360,000 active; Potency, µM (titrated, usually from 58.2 µM), without a hit: at the top dose activity change, negative = inhibition, usual class: inhibitors; AlphaScreen AMA1-biotinylated RON2 peptide binding;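 further: potency means the concentration at half of the fitted maximal effect; 0% = vehicle wells and -100% = peptide control; nearly all actives have a fitted effect of over 45% in size; some results filed as inactive show a strong effect at the top dose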
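AMA1 (3D7) with his tag at 25 nM final met compounds first, then biotinylated RON2 peptide at 25 nM; detection used donor plus acceptor beads, 10 µg/mL apiece, read by AlphaScreen after 30 min at room temperature.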
Giardia FBPA inh: blocks Giardia fructose-bisphosphate aldolase activity; purified Giardia FBPA; Potency, µM (doses to about 59.6 µM), inactives show top-dose activity, negative = inhibition, actives largely listed as inhibitors; 0.71% of 290,000 active; further: potency means the concentration at half of the fitted maximal effect; on the % scale 0 is the no-effect control and ±100 the full control effect; nearly all actives have a fitted effect of over 55% in size
Target sequence (A8B2U2 whole entry, looked up): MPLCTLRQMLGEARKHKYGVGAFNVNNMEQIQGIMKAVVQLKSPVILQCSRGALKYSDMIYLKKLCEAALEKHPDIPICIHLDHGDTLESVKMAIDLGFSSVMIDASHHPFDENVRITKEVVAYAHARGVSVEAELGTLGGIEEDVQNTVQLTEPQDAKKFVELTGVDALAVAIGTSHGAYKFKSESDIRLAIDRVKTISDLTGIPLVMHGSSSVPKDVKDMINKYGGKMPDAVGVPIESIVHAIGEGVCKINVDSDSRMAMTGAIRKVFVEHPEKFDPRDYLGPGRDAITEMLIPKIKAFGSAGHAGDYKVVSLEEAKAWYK
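Giardia FBPA (40 nM reagent) was preincubated 10 min at RT with compound (up to 57.5 uM final), then substrate plus GAPDH/TPI/NAD/arsenate coupling system with diaphorase/resazurin was added; resorufin fluorescence (525/598 nm) was read after 20 min.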
Cycloheximide cs: counter-screen hit for Shiga toxin inhibitors, cycloheximide | cell reporter, cycloheximide protein synthesis inhibition counterscreen | max response, % | 12% of 300,000 active; in the data active means max response mostly above about 13%, no sharp cut-off; inactive means mostly below about 14%; further: read at 38.3 µM for the half of the compounds with a filed dose; 0% is about no effect
AmpC detergent: inhibitors of E. coli AmpC beta-lactamase with detergent | P00811 | AmpC hydrolysis of nitrocefin, absorbance 480 nm, 0.01% Triton | Potency, µM (series often up to 114 µM), for the others: top-dose activity change, negative = inhibition, usual class: inhibitors | 0.041% of 370,000 active | AID 485294;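 further: potency means the concentration at half of the fitted maximal effect; 0% = no-compound wells and -100% = no-enzyme wells; nearly all actives have a fitted effect of over 25% in size; some results filed as inactive show a strong effect at the top dose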
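AmpC (5.3 nM in the dispensed reagent) in 20 mM phosphate pH 7.0 with 0.01% (detergent screen) or 0.0001% Triton X-100 was preincubated with compounds for 15 min at room temperature. Nitrocefin was then added from an 800 uM solution, and hydrolysis was followed at 480 nm.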
* marks the source's active call; other numbers are inactive results; u = inconclusive; x = no result given; [ ] = dose if it differs, or a comment. Unless noted, the call rests on the fitted dose curve; in most records, active means well fitted curve in the direction sought with a large enough effect; inconclusive means small, poorly fitted or top-dose-only effect, or another doubt; inactive means no such curve, though single readings can be large; an effect the other way counts as inactive or inconclusive. Random draw from the library. Share with any hit: about 16%.

SMILES	Shiga inhibitor	HCMV antiviral	AmpC inh no detg	AMA1-RON2 inh	Giardia FBPA inh	Cycloheximide cs	AmpC detergent
O=C(NCc1ccc2c(c1)OCO2)C1CCC(CNc2c(N3CCCCC3)c(=O)c2=O)CC1 (stereo not drawn)	-8	-38	u	8%	1%	-7	-8%
O=C(c1cc2c(=O)n3ccccc3nc2s1)N1CCN(c2cccc(Cl)c2)CC1	-4	-33	97%[activator]	8%	-9%	2	-4%
O=C(c1ccccc1F)N(Cc1ccc(F)cc1)C1CCS(=O)(=O)C1 (stereo not drawn)	2	-17	-16%	9%	12%	1	u
O=C(NCCc1ccc([N+](=O)[O-])cc1)c1ccccc1	61*	42	-18%	-11%	1%	29*	5%
O=C(COC(=O)c1cccc([N+](=O)[O-])c1)NCc1cccs1	18	88	-31%	4%	2%	6	4%
O=C(NCc1cccs1)C1CCN(S(=O)(=O)c2ccccc2F)CC1	-8	-34	-15%	15%	6%	0	-3%
Cc1cc(C)c(S(=O)(=O)Nc2cccnc2)c(C)c1	7	104	-47%	2%	-12%	-2	u
O=C(Nc1ccccc1)c1nc[nH]c1C(=O)NCc1ccccc1	x	-1	-13%	132%[activator]	x	x	-5%
COc1ccc(C(=O)NN)cc1COc1ccc(Br)cc1	-10	15	16%	54%[activator]	-3%	10	-10%
CCOc1ccccc1N1CC(C(=O)N(CC)CC(=O)Nc2ccc3c(c2)OCCO3)CC1=O (stereo not drawn)	x	-6	-5%	58%[activator]	x	x	-14%
COc1ccccc1N1CCN(C(=O)c2cc(-c3ccc(F)cc3)[nH]c2C)CC1	-4	21	179%[activator]	-16%	-1%	7	7%
C#Cc1ccc([C@@H]2C=C(C(=O)NCc3ccccc3)O[C@H](OCC)[C@H]2CCCO)cc1	-14	12	93%[activator]	-1%	16%	-1	9%
COCCNC(=O)Nc1ccc2c(c1)N(C)C(=O)c1ccccc1S2	-11	-30	34%	-4%	20%	-4	4%
O=C1C(C=NCc2cccnc2)=C(O)c2ccccc21	101*	56	-6%	11%	-6%	72*	u
O=S1(=O)CCN2N=C(C3CC3)SC2=N1	-9	-11	-11%[11.4 µM]	-8%	0%	-1	-10%
CC(=O)c1ccc(N2C(=NC(=O)C3CCCCC3)SC3CS(=O)(=O)CC32)cc1 (stereo not drawn)	-4	-9	26%	-4%	-5%	-2	1%
Cc1c(NC(=O)CSCc2ccc(Cl)cc2Cl)cccc1C(=O)O	22	32	-24%	5%	-1%	13	-11%
O=C(O)c1ccc(CSc2nc3ccccc3[nH]2)cc1	-6	-7	-16%	0%	-15%	1	0%
Cc1cc(=O)oc2c(C)c3occc3cc12	x	-16	-25%	-9%	12%	-2	-15%
Cc1cccc(N=C2Sc3nc4c(C)c(C)ccc4cc3CN2CCN2CCOCC2)c1	-12	-7	108%[activator]	-17%	-8%	10	-11%
CC(Oc1ccccc1)C(=O)Nc1c2c(nn1-c1ccccc1)CS(=O)C2 (stereo not drawn)	-1	0	31%	-13%	x	-2	-9%
CCOC(=O)C1CCN(C(=O)C(C)Sc2ccc(Cl)cc2)CC1 (stereo not drawn)	11	16	14%	1%	8%	-1	1%
Cc1ccccc1/C=N/N=C1/NC(=O)CCS1	92*	-26	-16%	14%	4%	40*	-13%
CC(=O)Nc1ccc(C(=O)n2nc(C)cc2C)cc1	22	37	-4%	2%	1%	6	-5%
O=C(COc1ccc(S(=O)(=O)NC2CCCCC2)cc1)N1CCN(c2cccc(Cl)c2)CC1	21	-91*	-21%	-11%	-2%	0	-14%
CC(C)CNC(=S)NC1CC2CCCC(C1)N2Cc1ccco1 (stereo not drawn)	-18	-39	-15%	-5%	4%	-2	-14%
O=C(CSc1nnnn1-c1ccccc1Cl)Nc1ccc2c(c1)OCCO2	84*	-34	32µM*	-7%	-5%	46*	-2%
Cc1cc(S(=O)(=O)NCC2CCCO2)c(C)cc1Br (stereo not drawn)	-13	-1	5%	-1%	-1%	-3	-2%
CCOC(=O)C1CCN(S(=O)(=O)c2ccc(OC)c(C(=O)N3CCCCC3)c2)CC1	-10	-1	35%	-6%	4%	1	-9%
CCCOc1ccccc1/C=C1/C(=O)ON=C1C	-8	2	-7%	-4%	-8%	-4	-13%
CCOC(=O)C1CCN(C(=O)CN(c2ccc(OC)c(OC)c2)S(=O)(=O)c2ccccc2)CC1	19	-7	96%[activator]	0%	0%	-3	1%
CCNC(=O)Cn1cc(C(F)(F)F)cc(Cl)c1=O	-3	0	-12%	21%	4%	-3	5%
CC1(C)C(=O)Nc2ccccc2N1C(=O)COC(=O)/C=C/c1ccc(OC(F)F)cc1	x	-32	-15%	9%	x	x	u
COc1ccc(OC)c(N=C(C)C2=C(O)COC2=O)c1	-17	39	51%	-1%	-26%	-6	6%
O=C(Nc1c2c(nn1-c1ccc(F)cc1)CS(=O)C2)c1ccc2c(c1)OCO2 (stereo not drawn)	-6	11	-19%	-2%	x	1	1%
O=C(Cc1ccsc1)N1CCc2c([nH]c3ccccc23)C1c1ccccn1 (stereo not drawn)	1	6	23%	-1%	-29%	-3	8%
C/C(=N\NC(=O)CSc1nc(C)cc(C)n1)c1ccc([N+](=O)[O-])cc1	-11	18	-10%	24%	3%	-3	5%
COc1ccccc1NC1=Nc2cccc3cccc1c23	20	9	-18%	u	-3%	14*	4%
c1ccc(C2=Nn3c(nnc3-c3cccnc3)SC2)cc1	-9	-22	-17%	-9%	6%	-3	u
CN(CCC1CCCCO1)Cc1cn(C)nc1-c1ccc2c(c1)OCCO2 (stereo not drawn)	-14	9	-36%	0%	5%	-3	-1%
Cc1ccc(NC(=S)N(CCN2CCCCC2)Cc2ccco2)cc1	11	u	2%	-2%	-2%	-1	-9%
COc1ccc(OCC(=O)NNC(=O)C2CCC2)cc1	x	-13	-20%	6%[11.6 µM]	x	x	x
CC(=O)N(CCCN1CCOCC1)Cc1ccncc1	-16	2	-14%	-12%	-8%	-4	-5%
O=C(N/N=C\c1cc(Br)cs1)C1COc2ccccc2O1 (stereo not drawn)	4	12	-25%	-5%	4%	10	0%
Nc1nc(-c2ccccc2)c(N=Nc2ccc(Cl)cc2)s1	-7	7	-11%	u	-2%	2	0%

Profiles from above. Order of values: Shiga inhibitor	HCMV antiviral	AmpC inh no detg	AMA1-RON2 inh	Giardia FBPA inh	Cycloheximide cs	AmpC detergent
Profile of CCOC(=O)C1CCN(C(=O)CN(c2ccc(OC)c(OC)c2)S(=O)(=O)c2ccccc2)CC1 = 19	-7	96%[activator]	0%	0%	-3	1%
Profile of COc1ccc(OC)c(N=C(C)C2=C(O)COC2=O)c1 = -17	39	51%	-1%	-26%	-6	6%
Profile of CC(=O)N(CCCN1CCOCC1)Cc1ccncc1 = -16	2	-14%	-12%	-8%	-4	-5%
Profile of O=C(Cc1ccsc1)N1CCc2c([nH]c3ccccc23)C1c1ccccn1 (stereo not drawn) = 1	6	23%	-1%	-29%	-3	8%
Profile of COc1ccccc1NC1=Nc2cccc3cccc1c23 = 20	9	-18%	u	-3%	14*	4%

(continued)
SMILES	Shiga inhibitor	HCMV antiviral	AmpC inh no detg	AMA1-RON2 inh	Giardia FBPA inh	Cycloheximide cs	AmpC detergent
O=C(c1ccc2c(c1)OCO2)N1CCOCC1	2	62	-14%	-7%	1%	-3	u
COc1ccc(C2C(C#N)=C(/N=C/N3CCOCC3)OC3=C2C(=O)CC(C)(C)C3)cc1OC (stereo not drawn)	-6	-2	86%[activator]	4%	4%	-4	-5%
CCCc1cc(=O)[nH]c(SCC(=O)Nc2c(C)cccc2C)n1	-14	-7	-25%	-8%	-12%	-2	-7%
CCn1cc(C2=NOC(C(=O)Nc3cccc(C(C)=O)c3)C2)c(C)n1 (stereo not drawn)	-8	-64*	-4%	17%	11%	4	-2%
CN(C)C(CNC(=O)CN1C(=O)NC2(CCc3ccccc32)C1=O)c1ccco1 (stereo not drawn)	-19	-38	-47%	10%	0%	-3	-4%
COc1ccc(C2=NN(c3nc(-c4ccc(CNC(C)=O)cc4)cs3)C(c3ccco3)C2)cc1 (stereo not drawn)	23	u	37%[activator]	7%	-13%	16	-2%
COC(=O)c1[nH]c2cccc(Cl)c2c1NC(=O)CN1CCN(CCO)CC1	-10	24	4%	2%	-1%	7	6%
COc1ccc(C(=O)OCC(=O)NC(=O)NC2CCCC2)cc1OC	x	19	12%	11%	x	x	4%
COc1cc(S(=O)(=O)Nc2ccc3nc(C)sc3c2)ccc1NC(C)=O	x	-88*	0%	-9%	x	x	2%
COc1ccc(C2SCCN2S(=O)(=O)c2ccc(NC(C)=O)cc2)cc1 (stereo not drawn)	-15	u	-12%	12%	6%	-2	2%
CCc1cccc2c(C(=O)COC(=O)/C=C/c3ccc(O)c(OC)c3)c[nH]c12	14	u	-32%	-2%	-8%	0	-2%
COc1ccc(N2C(S)=C(C#N)C(=O)NC2c2ccc(OC)c(OC)c2)cc1 (stereo not drawn)	-19	-23	-20%	42%[activator]	u	-1	5%
O=C(CN1CCCc2ccccc21)N/N=C/c1ccccc1	22	17	-21%	14%	-9%	21*	0%
Cc1[nH]c2ccccc2c1C(=O)COC(=O)C(C)C	27	-6	-19%	1%	-18%	18*	1%
O=C(O)CCc1ccc(-c2ccccc2)n1-c1cccc(O)c1	54*	20	-51%	-4%	16%	23*	-8%
COc1cccc(S(=O)(=O)Nc2cccc(C(=O)N3CCCC3)c2)c1	-6	-8	-23%	-11%	x	-3	-10%
O=[N+]([O-])c1cc(Cl)ccc1-c1nc(-c2ccccc2)no1	62*	198	-29%	u	2%	58*	-15%
CCOC(=O)c1ccc(-n2c(CCC(=O)O)ccc2-c2ccc(F)cc2)cc1	20	-5	-20%	-11%	13%	-1	-10%
COCCNC(=O)CN(C(=O)CCC(=O)Nc1cc(C)on1)c1ccc(C)cc1C	33	6	18%	4%	0%	2	u
COc1ccnc(Oc2ccc(C)cc2)c1C#N	121*	-28	-5%	1%	5%	37*	-6%
COc1cc2cc(CN(CCCN3CCOCC3)C(=O)Nc3ccc(F)cc3)c(=O)[nH]c2cc1OC	-21	-28	121%[activator]	-4%	-3%	12	8%
COc1cc(C(=O)Nc2ccc(-c3nc4cc(C)ccc4o3)c(O)c2)cc(OC)c1OC	20	-10	-30%	28%	-1%	-3	-4%
O=[N+]([O-])c1ccc(N/N=C/c2ccc(OCc3cccc4ccccc34)cc2)nc1	33	14	-34%	-6%	10%	18*	-13%
C#CCn1c(O)c(N=NC(=O)C(O)c2ccccc2)c2ccccc21 (stereo not drawn)	6	48	-55%	39%[activator]	8%	17	-5%
O=C(c1ccccc1F)N1CCN(C(=O)C2CC2)CC1	-8	-14	-3%	5%	x	16	0%
